Screening results as filed in PubChem BioAssay.
CR mimetic SO = reduction of superoxide in aged yeast, primary screen, HTS. superoxide response (% of plate mean), % at 10 µM. S. cerevisiae aged cells, superoxide DHE fluorescence; hits give low values. AID 2690, 2010. 330,000 tested, 0.18% active;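 active means superoxide response under a set limit, about three screen SD below normal, cut at about 65% in these data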;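 further: yeast aged for seven days with compound at 30 °C before DHE staining; 100% = average MFI of all compound-treated wells on the plate with controls excluded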
VLA-4 inh = inhibition in human VLA-4 binding assay, primary screen, VLA-4 allosteric modulator project, MLPCN library, flow cytometry, VLA-4 expressing cells; inhibition, % (about 7 µM as worked out from the volumes in the protocol); AID 2557, 2010; 330,000 tested, 0.2% active; ligand binding flow cytometry; Integrin alpha-4 (Homo sapiens), P13612; in the data active means inhibition above about 50%
RPL19A-GFP yeast = RPL19A-GFP expression modulators in yeast, primary screen, cell-based, S. cerevisiae, multiplex flow cytometry, MLPCN; 330,000 tested, 0.3% active; S. cerevisiae RPL19A-GFP strain, 3 h; hits give low values; percent response vs DMSO, % at 10 µM;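 active means percent response vs DMSO below 50%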;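 further: median channel GFP fluorescence of the barcoded RPL19A-GFP strain; ratio of sample median GFP to plate DMSO average so 100% = DMSO; lower means less RPL19A-GFP as with rapamycin TOR inhibition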
LAP4-GFP MLPCN = modulators of LAP4-GFP expression in yeast, primary screen, S. cerevisiae, multiplex flow cytometry, MLPCN library. 3 h; median GFP as percent of DMSO wells. GFP response vs DMSO, % at 10 µM. 320,000 tested, 0.34% active. AID 2023, 2009;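 active means GFP response vs DMSO above a set limit, about the screen mean plus 3 SD, cut at about 150% in these data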
AGP1 TOR yeast = modulators of AGP1-GFP expression in yeast TOR pathway, primary screen, cell-based, multiplex flow cytometry, S. cerevisiae, MLPCN library. 3 h; GFP as percent of DMSO wells. GFP response vs DMSO, % at 10 µM. 320,000 tested, 0.02% active;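 active means GFP response relative to DMSO above a set limit, near screen average plus 3 SD, cut at about 150% in these data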;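 further: median GFP channel fluorescence of the gated AGP1 strain per well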
CIT2-GFP yeast = modulators of CIT2-GFP expression in yeast, primary screen, S. cerevisiae, GFP fusion, multiplex flow cytometry, MLPCN library. AID 2029, 2009. 320,000 tested, 0.065% active. GFP response vs DMSO, % at 10 µM. S. cerevisiae CIT2-GFP strain, 3 h; 100 means same as DMSO wells;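 active means GFP response relative to DMSO above a set limit, near the screen mean plus 3 SD, cut at about 150% in these data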;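 further: ratio of well median GFP fluorescence to mean of DMSO wells on the plate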
MEP2 TOR yeast = modulators of MEP2-GFP levels in yeast, primary screen, S. cerevisiae, multiplex flow cytometry, MLPCN library. S. cerevisiae MEP2-GFP strain, 3 h; 100% = DMSO control level. GFP response vs DMSO, % at 10 µM. 330,000 tested, 0.51% active. AID 2016, 2009;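 active means GFP response versus DMSO above a set limit, roughly screen mean plus 3 SD, cut at about 180% in these data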;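 further: median GFP fluorescence of the barcode-gated MEP2-GFP cells per well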
GRK2 aptamer HTS = compounds blocking aptamer binding on GRK2 – biochemical, human GRK2, bead flow cytometry, HTS, primary screen | Beta-adrenergic receptor kinase 1 (Homo sapiens), P25098 | FAM-aptamer displacement from GRK2 | inhibition of aptamer binding, % at 10 µM | 330,000 tested, 0.59% active | AID 488847, 2010;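 active means inhibition of aptamer binding above 40%, roughly 3 SD of noise, on plates passing a quality check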;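 further: median bead fluorescence of bound FAM aptamer so fluorescent compounds give negative values; no value below 0 was filed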
Target sequence (P25098 whole entry, looked up): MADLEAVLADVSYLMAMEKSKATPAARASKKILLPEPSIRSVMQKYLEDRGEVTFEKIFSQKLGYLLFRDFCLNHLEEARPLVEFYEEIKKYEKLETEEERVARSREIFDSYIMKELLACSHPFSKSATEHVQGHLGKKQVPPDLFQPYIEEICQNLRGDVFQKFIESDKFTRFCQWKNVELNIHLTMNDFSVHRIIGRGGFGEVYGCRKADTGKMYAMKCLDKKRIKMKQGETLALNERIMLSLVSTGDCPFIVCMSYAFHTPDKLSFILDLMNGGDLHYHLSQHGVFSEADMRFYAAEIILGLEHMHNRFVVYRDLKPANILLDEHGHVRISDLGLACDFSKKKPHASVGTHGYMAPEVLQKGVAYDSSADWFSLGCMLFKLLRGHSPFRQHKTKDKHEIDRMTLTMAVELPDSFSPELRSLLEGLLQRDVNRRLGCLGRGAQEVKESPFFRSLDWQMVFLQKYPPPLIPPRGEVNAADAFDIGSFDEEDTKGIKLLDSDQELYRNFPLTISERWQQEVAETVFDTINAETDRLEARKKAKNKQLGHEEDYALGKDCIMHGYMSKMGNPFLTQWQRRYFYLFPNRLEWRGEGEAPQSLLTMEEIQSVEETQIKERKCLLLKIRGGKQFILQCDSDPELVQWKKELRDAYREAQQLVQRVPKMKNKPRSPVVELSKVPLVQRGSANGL
* marks the source's active call; other numbers are inactive results; x = not tested or not shown. An unsorted share of the library. Share with any hit: about 1.7%.

SMILES	CR mimetic SO	VLA-4 inh	RPL19A-GFP yeast	LAP4-GFP MLPCN	AGP1 TOR yeast	CIT2-GFP yeast	MEP2 TOR yeast	GRK2 aptamer HTS
COC(=O)/C(C#N)=C/c1c(Oc2cccc(C)c2)nc2ccccn2c1=O	109	22	94	100	98	96	92	2
COc1ccc(OC)c(N2C(=O)[C@@H]3C(c4ccccc4Cl)=NO[C@@H]3C2=O)c1	98	19	96	100	89	104	104	70*
O=C1CC(c2ccc(F)cc2)CC(O)=C1C1NCCc2ccccc21 (stereo unspecified)	98	21	92	94	91	89	92	3
CN(C(=O)C(=O)c1cn(CC(=O)N2CCCC2)c2ccccc12)C1CCCCC1	97	15	96	97	99	98	100	0
Cc1cc(C(=O)Nc2cccc(O)c2)co1	94	0	99	107	95	96	100	0
CC(C)CCNC(=O)c1ccc2c(c1)N(Cc1ccccc1)C(=O)CS2=O (stereo unspecified)	99	0	98	104	103	98	104	0
COc1ccc2nc(NC3=NC(c4ccccc4)CC(=O)N3)nc(C)c2c1 (stereo unspecified)	96	26	105	95	97	99	111	0
C1=CC2CCC1ON2c1ccccc1 (stereo unspecified)	100	6	104	92	95	101	103	1
O=C(CSc1nnc2ccc(-c3cccnc3)nn12)Nc1ccccc1	91	-2	96	109	105	98	99	1
CCc1nc(N2CCCC2C(=O)O)c2oc3ccccc3c2n1 (stereo unspecified)	98	-4	99	99	100	99	105	4
COC(=O)c1ccccc1NC(=O)Cn1nc2n(C)c3ccccc3n2c(=O)c1=O	95	3	103	96	97	91	102	0
CCOC(=O)C(=CNc1ccc2c(c1)CCN2C(C)=O)C(=O)OCC	100	-2	97	104	100	97	102	0
CC(=O)Nc1ccc(S(=O)(=O)Nc2cccc(-n3c(C)nc4ccccc4c3=O)c2)cc1	94	10	102	99	103	103	100	0
O=C(Nc1ccc(S(=O)(=O)Nc2ncccn2)cc1)c1cccc(S(=O)(=O)N2CCCC2)c1	102	0	96	101	100	94	103	0
Cc1ccc(C(=O)NCC(=O)OCC(=O)N(CC(C)C)c2c(N)n(Cc3ccccc3)c(=O)[nH]c2=O)cc1C	87	-1	90	97	101	83	91	0

Limited to CR mimetic SO, for 3 of the compounds above:
| Molecule | CR mimetic SO |
| --- | --- |
| C1=CC2CCC1ON2c1ccccc1 (stereo unspecified) | 100 |
| O=C(CSc1nnc2ccc(-c3cccnc3)nn12)Nc1ccccc1 | 91 |
| CCc1nc(N2CCCC2C(=O)O)c2oc3ccccc3c2n1 (stereo unspecified) | 98 |

Continued.
SMILES	CR mimetic SO	VLA-4 inh	RPL19A-GFP yeast	LAP4-GFP MLPCN	AGP1 TOR yeast	CIT2-GFP yeast	MEP2 TOR yeast	GRK2 aptamer HTS
O=C(Nc1ccc(F)cc1)N(Cc1ccco1)Cc1cc2cc3c(cc2[nH]c1=O)OCO3	105	23	98	89	105	93	101	4
Cc1ccc(C(=O)NCCc2cc3ccc(C)c(C)c3[nH]c2=O)cc1[N+](=O)[O-]	105	-4	104	103	106	109	115	2
CCOc1ccc2nc(SCC(=O)Nc3ccc4c(c3)OCCO4)[nH]c2c1	97	4	88	80	86	72	96	0
Cc1nc(-c2ccccc2)nc2n[nH]c(N)c12	104	8	102	109	116	102	104	3
CC(C)(C)c1cc(CCC(=O)NCc2cccnc2)cc(C(C)(C)C)c1O	101	25	126	101	108	109	115	4
CCOC(=O)N1CCN(CC(=O)Nc2sccc2C#N)CC1	105	1	86	97	96	88	88	0
O=C1Nc2ccccc2C(=O)N2[C@H](c3cccc(Br)c3)[C@@H]3C(=O)N(Cc4ccccc4)C(=O)[C@@H]3[C@H]12	102	15	96	106	83	68	99	1
c1ccc(Oc2cccc(NC3=NCCC3)c2)cc1	86	7	98	99	98	102	101	0
CN(C)S(=O)(=O)c1cccc(NC(=O)c2cc([N+](=O)[O-])ccc2N2CCCCC2)c1	83	2	103	102	104	99	100	0
COc1ccc(-c2nnc(SCC(=O)N3CCCCC3)o2)cc1	98	-9	105	109	98	91	101	2
COc1ccc(-c2noc(CCCC(=O)NCC3CCCO3)n2)cc1 (stereo unspecified)	83	-4	101	95	109	103	103	0
COCCOC(=O)c1sc(=S)n(CCOC)c1N	119	-21	89	114	104	75	114	4
CC(=O)C[C@@H](O)CC(=O)[C@@H]1OC(=O)CCCCC/C=C/Cc2ccccc21	85	-6	93	96	90	92	96	7
Cc1ccc2cc3c(NC(=O)c4ccco4)nn(C)c3nc2c1	100	3	94	97	76	79	97	1
COc1nc(-c2ccccc2)cc(-c2ccc(OC)c(OC)c2)n1	78	-6	92	100	79	93	96	2
COc1ccc2c(-c3ccccc3)cc(N3CCOCC3)nc2c1	89	11	90	97	88	93	94	2
C[C@H]1COC(=O)[C@H](CC(=O)OC(C)(C)C)C/C=C\C[C@@H](CC(=O)N[C@H](CO)Cc2ccccc2)C(=O)N1	95	11	91	91	91	83	93	2
COc1ccc(C(=O)NC(=S)NNC(=O)c2ccc3ccccc3n2)cc1	63*	-2	97	98	97	103	94	2
O=c1cc(O)nc(SCc2ccccc2)n1-c1ccc(Cl)cc1	87	-4	100	100	96	105	101	0
COc1ccc(CNC(=O)CN(c2ccc(OC)cc2)S(=O)(=O)c2c(C)nn(C)c2C)cc1	103	-5	95	88	94	96	96	2
N#Cc1c(N)n(-c2cccc(O)c2)c2nc3ccccc3nc12	89	-2	95	108	106	108	97	1
O=C(COC(=O)c1cccs1)NCCCc1ccccc1	106	1	100	106	97	88	96	2
COc1ccc(CCC(=O)N(C)CC(=O)Nc2cc(C)ccc2C)cc1	125	-2	99	83	93	94	101	0
Cc1cc(C)c(C#N)c(SCC(=O)c2cccs2)n1	109	3	98	114	94	82	104	0
O=C(COC(=O)Cc1ccc(Cl)cc1Cl)NCCC1=CCCCC1	124	-1	105	92	104	94	104	0
CN(CC(=O)Nc1cccc(F)c1)C(=O)c1ccccc1Cc1ccccc1	104	3	97	107	106	93	104	2
Cc1ccc(CNC(=O)Cn2cnc3c(NC(=O)OCc4ccccc4)ncnc32)o1	100	-22	98	99	103	99	104	4
Cn1c(CN2CCCC(C(=O)c3ccc4c(c3)OCO4)C2)nc2ccccc21 (stereo unspecified)	112	22	104	93	100	101	107	0
Cc1ccc(CC(NC(=O)c2ccccc2)C(=O)NC(C)C(=O)O)cc1 (stereo unspecified)	114	x	96	95	90	102	101	0
CC1CN(C(=O)COC(=O)c2cc([N+](=O)[O-])ccc2Cl)CC(C)O1 (stereo unspecified)	103	22	104	102	106	106	113	0

Of the compounds above, these contain a cyano group:
SMILES	CR mimetic SO	VLA-4 inh	RPL19A-GFP yeast	LAP4-GFP MLPCN	AGP1 TOR yeast	CIT2-GFP yeast	MEP2 TOR yeast	GRK2 aptamer HTS
COC(=O)/C(C#N)=C/c1c(Oc2cccc(C)c2)nc2ccccn2c1=O	109	22	94	100	98	96	92	2
CCOC(=O)N1CCN(CC(=O)Nc2sccc2C#N)CC1	105	1	86	97	96	88	88	0
N#Cc1c(N)n(-c2cccc(O)c2)c2nc3ccccc3nc12	89	-2	95	108	106	108	97	1
Cc1cc(C)c(C#N)c(SCC(=O)c2cccs2)n1	109	3	98	114	94	82	104	0

The list goes on.
SMILES	CR mimetic SO	VLA-4 inh	RPL19A-GFP yeast	LAP4-GFP MLPCN	AGP1 TOR yeast	CIT2-GFP yeast	MEP2 TOR yeast	GRK2 aptamer HTS
O=C(Cn1c2[n+](c3ccccc31)CC(O)CS2)c1ccccc1 (stereo unspecified)	108	8	94	94	94	91	88	4
Cc1nc(CCNC(=O)CC2C(=O)NCCN2CC(C)C)nc2c1CCC2 (stereo unspecified)	110	0	99	95	94	96	106	6
O=C(COC(=O)CCc1ccccc1)NC(c1ccccc1)c1ccccc1	106	-2	107	96	98	100	104	1
Cc1cc(=O)oc2c(C)c(OCC(=O)NCCCN3CCOCC3)ccc12	88	13	100	93	97	94	91	29
Cn1cccc1Cc1nnc(SCC(=O)Nc2ccc(Cl)cc2)n1-c1ccc(F)cc1	100	1	98	94	102	103	104	0
CC(C)Cn1c(SCC(=O)O)nnc1-c1cccc(S(=O)(=O)N2CCOCC2)c1	104	5	101	96	95	96	96	2
CCCNC(=O)Cn1c(=O)/c(=C\c2ccc(-c3ccc([N+](=O)[O-])cc3)o2)s/c1=C\C(=O)C(C)(C)C	104	x	97	97	96	111	100	0
O=C(NCCN1C(=O)S/C(=C\c2ccc(Cl)cc2)C1=O)C1=COCCO1	75	4	105	125	116	104	106	1
CN(C)CCCN(C(=O)COc1ccccc1)c1nc2ccc(Cl)cc2s1	84	-1	89	110	88	97	92	0
CC(C(=O)Nc1ccccc1-c1ccccc1)N1CCN(C(=O)c2ccccc2)CC1 (stereo unspecified)	93	-2	96	97	101	99	106	1
CCN1C(=O)/C(=C/C2=Cc3ccccc3OC2C)SC1=S (stereo unspecified)	95	-12	101	113	106	89	103	13
O=C(COC(=O)/C=C/c1cccc(Br)c1)NC1CCCC1	94	16	101	82	99	112	104	0
COc1ccc(N2C(=O)C3CCCN3C2c2cccc(C)c2)cc1 (stereo unspecified)	95	6	92	101	98	98	92	1
CN(C)C1=NCCN1CC1CCCCCC1	105	29	101	97	108	99	101	0
CCC(C)NC(=O)N1c2ccccc2Sc2ccccc21 (stereo unspecified)	100	19	97	127	92	93	97	0
Cc1ccc(S(=O)(=O)CC(=O)Nc2ccc(S(=O)(=O)Nc3ccccn3)cc2)cc1	91	9	86	105	92	85	82	2
C[C@@H]1C=C[C@](Cc2ccccc2)(C(=O)O)N1C(=O)c1ccccc1	97	-8	97	104	99	91	100	2
C[C@H](NC(=O)c1ccc(Cl)cc1)C(=O)NCCc1ccc(S(N)(=O)=O)cc1	94	-6	98	104	101	99	99	0

GRK2 aptamer HTS, hit marks shown above
| SMILES | VLA-4 inh | RPL19A-GFP yeast | LAP4-GFP MLPCN | AGP1 TOR yeast | CIT2-GFP yeast | MEP2 TOR yeast | GRK2 aptamer HTS |
| --- | --- | --- | --- | --- | --- | --- | --- |
| COc1ccc(OC)c(N2C(=O)[C@@H]3C(c4ccccc4Cl)=NO[C@@H]3C2=O)c1 | 19 | 96 | 100 | 89 | 104 | 104 | 70* |
